Screens: PubChem, several laboratories
INS promoter inh – TRM-6 insulin promoter activity inhibition | TRM-6 cells (human fetal islet line), insulin promoter-eGFP reporter, imaging; reporter expression induced with tamoxifen | inhibition, % at 2 µM | hit rate 0.9% among 130,000 | AID 1273;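 active = inhibition above the mean plus 3 SD, with well images judged a real hit on visual review, cut at about 60% in these data, passing the limit was not always enough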
sdo1 growth – compounds rescuing growth of sdo1-depleted yeast, bone marrow failure model; S. cerevisiae sdo1-depleted JHY4D growth rescue, OD600 30 h; hits give high values; pdr5 snq2 efflux-pump mutant strain; z-score at 10 µM; hit rate 0.21% among 140,000; AID 817;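 active = z-score above 3 at both the 24 hr and the 30 hr optical density reads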;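 also: z-score against mean and SD of all compound wells on the same plate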
sdo1 growth Rescue 24 h – recorded beside sdo1 growth, whose call it bears; z-score; S. cerevisiae sdo1-depleted JHY4D growth rescue, OD600; measured here: growth rescue at 24 h;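 0 is the plate mean of compound wells and units are plate SD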
An asterisk follows results filed as active; . = not tested or not shown; [ ] = dose if it differs, or a comment. Random draw from the library. Share with any hit: about 0.99%.

SMILES	INS promoter inh	sdo1 growth	sdo1 growth Rescue 24 h
COc1ccc(-c2nnc3sc(C(C)N4C(=O)c5ccccc5C4=O)nn23)cc1 (stereo unspecified)	.	-1.6	-1.3
O=C(NCc1cccnc1)/C(=C/c1ccc(-c2ccc(Cl)cc2)o1)S(=O)(=O)c1ccccc1	-22	-2.5	-1.1
O=C(Nc1cnn(Cc2ccc(Cl)cc2Cl)c1)c1cc(-c2cccs2)on1	-62	-2.2	-1.2
CCOc1ccccc1C1CC(=O)Nc2c1c(=O)n(C)c(=O)n2C (stereo unspecified)	.	0.86	0.54
O=C(NC(=S)NCCN1CCOCC1)c1cccc(Cl)c1	14	0.36	-0.16
O=C(C1CCCN(S(=O)(=O)Cc2ccccc2)C1)N1CCC(Cc2ccccc2)CC1 (stereo unspecified)	.	-1.2	-1.2
Cc1csc(=Nc2c(C)n(C)n(-c3ccccc3)c2=O)n1Cc1ccccc1	.	-0.83	-1.1
COc1ccc(CN2CCN(S(=O)(=O)c3ccc(NC(C)=O)cc3)CC2)cc1OC	17	0.2	-0.55
CCCCNC(=S)Nc1ccccc1Cc1ccccc1	-55	.	.
COc1ccc(C(=O)N2CCN(S(=O)(=O)c3cc(Cl)ccc3OC)CC2)cc1	-50	-0.92	-1.2
CC(=O)Nc1ccc(S(=O)(=O)Nc2cccn(Cc3ccc(C)cc3)c2=O)cc1	6	.	.
O=C(CN1CCNCC1)Nc1ccc(Oc2ccccc2)cc1	-43	0.5	0.16
Cc1ccc(-c2ccc(=O)n(CCC(=O)NCCN3CCCCC3C)n2)cc1 (stereo unspecified)	62	-0.74	-0.53
CC1=CC(C)(C)NC(=S)N1c1ccccc1C	14	.	.
COc1ccccc1-n1c(N)cc(=O)nc1SCC(=O)Nc1cc(C)on1	8	.	.
CC(=O)c1ccc(OCC(O)CN2CCC(C)CC2)cc1 (stereo unspecified)	.	2	2.5
Cc1nc(NCCNC(=O)c2ccco2)c2c(C)c(C)sc2n1	32	0.82	0.66
CCOC(=O)C1=C(C)NC(=O)NC1c1ccc(OC(=O)c2ccco2)cc1 (stereo unspecified)	31	-0.61	-0.51
Cc1ccc(OCc2ccc(Br)cc2)c([N+](=O)[O-])n1	-37	.	.
CCOC(=O)c1cccc(NC(=O)CSc2nnc(C3CCCCC3)n2C)c1	-43	-0.04	-0.32
CCC(C)(C)NC(=O)c1ccc(S(=O)(=O)N2CCCCCC2)cc1	14	.	.
Cc1ccc(S(=O)(=O)/N=C(/NC(=S)Nc2ccccc2)c2ccccc2)cc1	-30	-1.1	-1.2
Cc1ccc(-c2nnn(CC(=O)N3CCCc4ccccc43)n2)cc1	-66	-1.4	-0.37
Nc1ccccc1N=Cc1ccc(-c2cccc(Cl)c2)o1	65	.	.
CS(=O)(=O)N(CC(=O)N1CCCC1)c1ccc(OCc2ccccc2)cc1	75*	0.13	1
Following part:
SMILES	INS promoter inh	sdo1 growth	sdo1 growth Rescue 24 h
O=C(NCCC1=CCCCC1)c1ccc(CN2CCOCC2)cc1	0	-1.1	-1.6
COc1ccc(NC(=O)Cn2c(C)cc(=O)c3ccccc32)cc1	21	0.47	-0.23
CCOc1ccc(Nc2nc(CC(=O)OC)cc(=O)[nH]2)cc1	12	0.98	0.35
COc1ccc(-c2nnc(SCC(N)=O)n2N)cc1	-36	0.27	-0.29
COc1ccc(-c2nc(NC(=O)c3ccc(OCC(=O)Nc4ccc(F)cc4)c(OC)c3)sc2C)cc1	54	-1.6	-1
CN(C(=O)Nc1ccc(Cl)cc1Cl)[C@H]1c2cc(Br)ccc2OC[C@H]1CO	.	-2.6	-1.7
COc1ccc(-c2nc3c(c(SCC(=O)N4CCOCC4)n2)COC(C)(C)C3)cc1	61*	0.42	0.29
CCOC(=O)N1CCC(NC(=O)CNS(=O)(=O)c2ccc(Br)s2)CC1	.	0.3	0.58
COCCNC(=O)c1ccc(C(=O)C(=O)c2ccccc2)cc1	-19	0.19	-0.16
Cc1cc(C)c(C#N)c(SCC(=O)NC2CC2)n1	.	0.88	0.54
COc1cc(OC)cc(-c2nnc(SCC(=O)N3CCOCC3)o2)c1	6	3.7*	5.3*
CC(=C\c1ccccc1)/C=C1/SC(=O)N(CCCC(=O)Nc2ccc(C(=O)O)cc2)C1=O	7	.	.
Cc1nnc(SCCOC(N)=O)n1C	-91	0.34	-0.41
Cc1cccc(-n2ccnc2SCC(=O)N2CCCc3ccccc32)c1C	.	-0.24	-0.08
Cc1nnc(SCC(=O)Nc2ccc3c(c2)OCCO3)n1N	-25	0.1	-0.88
CCSc1nnc(NC(=O)c2c(-c3ccccc3Cl)noc2C)s1	.	0.15	0.71
CC(=O)c1ccc(N2CCN(C(=O)c3ccc(Cn4c(=S)[nH]c5ccc(N6CCOCC6)cc5c4=O)cc3)CC2)cc1	18	.	.
Cc1nc2ccccc2nc1OCC(=O)Nc1ccccc1	-75	.	.
C=CCN(C)NC(=S)Nc1ccccc1	4	-0.1	-0.31
CCc1ccc2nc(NC(=O)Cn3cnc4ccccc4c3=O)sc2c1	45	.	.
Cc1cc(C)nc(-n2nc(C)c(Sc3ccc(F)cc3)c2N)n1	-250	-1.2	-1.3
Cc1ccccc1-n1c(SCC(=O)N2CCOCC2)nc(O)cc1=O	0	1.8	2.9
Cc1cc(C(F)(F)F)nc(NCc2ccc(F)cc2)n1	.	-0.04	-0.39
Cc1ccc(NC(=O)CN(C)Cc2ccc(F)cc2)c([N+](=O)[O-])c1	.	0.28	-0.06
CC(=O)NCCn1c(SCc2ccccc2C)nc2ccccc2c1=O	17	-0.26	-0.97
Next entries:
SMILES	INS promoter inh	sdo1 growth	sdo1 growth Rescue 24 h
O=S(=O)(Nc1ccc2c(c1)nc1n2CCN(Cc2ccccc2)C1)c1ccccc1	24	0.43	0.35
CCOc1ccc2nc(NC(=O)CN3CCN(C)CC3)sc2c1	-37	0.32	-0.16
Cc1ccc(S(=O)(=O)NCCC(=O)NCc2ccccc2)cc1	.	0.41	-0.58
COC(=O)c1sc2nc(-c3ccccc3)nc(N3CCN(C)CC3)c2c1C	-6	-1.1	3.1
CCC(C)n1c(=N)c(C#N)cc2c(=O)n3ccccc3nc21 (stereo unspecified)	-8	-0.72	-0.86
CC(C)C(=O)N1CCC(c2nc(-c3ccc(S(=O)(=O)N4CCCC4)cc3)no2)CC1	13	0.1	-1.7
CC(C)=CCC(C)(C)CNC(=O)NC1CCCCC1	-32	-0.94	-0.93
CC(=O)c1cc(-c2ccccc2)n(CC(=O)N2CCN(C3CCCC3)CC2)c1C	21	0.08	-0.57
CC(C)[C@@H]1NC(=O)c2cc([N+](=O)[O-])cc(I)c2NCCCC[C@@H](C(=O)NC(CC(=O)O)C(N)=O)NC(=O)[C@H](CO)NC1=O (stereo partly specified)	-9	1.2	1.4
N#Cc1ccccc1Sc1ccccc1C(=O)OCC(=O)N1CCN(C(=O)c2ccco2)CC1	6	1.6	1.2
O=C1OCCC1Sc1nnc(-c2ccc(Br)cc2)o1 (stereo unspecified)	45	-0.29	-0.81
CCOc1ccc(/C=C2/C(=N)N3OC(C)=CC3=NC2=O)cc1OC	-7	.	.
Cn1c(/C=N/n2cnnc2)nc2ccccc21	-29	-0.05	-0.33
O=C1C(=O)N(CCN2CCOCC2)C(c2ccncc2)/C1=C(/O)c1ccc2c(c1)OCO2 (stereo unspecified)	-4	0.83	0.97
CC1=C(CC/C(C)=N/NC(N)=S)C(C)(C)CCC1	-176	-1.3	-0.44
O=C(/C=C/c1ccccc1)NCCSCc1ccccc1	-42	-0.13	1.3
COc1ccc(NC(=S)NCC2CCCO2)c(C)c1 (stereo unspecified)	-38	0.62	0.42
CCCCOc1ccc(/C=C/C(=O)OCC(=O)NC(=O)NCC(C)C)cc1OCC	.	0.86	0.63
Cn1ccnc1C(O)c1ccccc1 (stereo unspecified)	-8	.	.
O=C(Nc1cccnc1)c1ccc2snnc2c1	36	1.1	2.9
CCc1cc(-c2n[nH]c(=S)n2-c2ccccc2C)cs1	-8	-1.1	-1.7
Cn1c(Cn2c(=O)sc3ccccc32)nnc1SCC(=O)N1CCOCC1	.	0.31	-0.73
C=CCn1c(SCCC(=O)O)nc2c1c(=O)n(C)c(=O)n2C	29	0.63	-0.34
CCOC(=O)c1c(-c2cccs2)csc1NC(=O)CN1CCOCC1	-33	-0.16	0.17
CSc1n[nH]c(NCc2ccc(C)cc2)n1	63	0.37	-0.73

Taken from above, 14 compounds:
SMILES	INS promoter inh	sdo1 growth	sdo1 growth Rescue 24 h
CCOc1ccc(/C=C2/C(=N)N3OC(C)=CC3=NC2=O)cc1OC	-7	.	.
Cn1c(/C=N/n2cnnc2)nc2ccccc21	-29	-0.05	-0.33
O=C1C(=O)N(CCN2CCOCC2)C(c2ccncc2)/C1=C(/O)c1ccc2c(c1)OCO2 (stereo unspecified)	-4	0.83	0.97
CC1=C(CC/C(C)=N/NC(N)=S)C(C)(C)CCC1	-176	-1.3	-0.44
O=C(/C=C/c1ccccc1)NCCSCc1ccccc1	-42	-0.13	1.3
COc1ccc(NC(=S)NCC2CCCO2)c(C)c1 (stereo unspecified)	-38	0.62	0.42
CCCCOc1ccc(/C=C/C(=O)OCC(=O)NC(=O)NCC(C)C)cc1OCC	.	0.86	0.63
Cn1ccnc1C(O)c1ccccc1 (stereo unspecified)	-8	.	.
O=C(Nc1cccnc1)c1ccc2snnc2c1	36	1.1	2.9
CCc1cc(-c2n[nH]c(=S)n2-c2ccccc2C)cs1	-8	-1.1	-1.7
Cn1c(Cn2c(=O)sc3ccccc32)nnc1SCC(=O)N1CCOCC1	.	0.31	-0.73
C=CCn1c(SCCC(=O)O)nc2c1c(=O)n(C)c(=O)n2C	29	0.63	-0.34
CCOC(=O)c1c(-c2cccs2)csc1NC(=O)CN1CCOCC1	-33	-0.16	0.17
CSc1n[nH]c(NCc2ccc(C)cc2)n1	63	0.37	-0.73

Next part:
SMILES	INS promoter inh	sdo1 growth	sdo1 growth Rescue 24 h
Cc1onc(-c2ccccc2)c1C(=O)Nc1ccc(-c2nnc3n2CCCCC3)cc1	-71	0.31	0.25
O=C(NC(c1ccccc1)c1ccccc1)c1ccc(Br)o1	.	-0.88	-1.1
COCCN1CCN(c2cc(-c3ccccc3)nc3cc(-c4cccc(F)c4)nn23)CC1	7	-2.4	-2.3
CC(C)C(=O)Nc1c(C(=O)c2ccc(F)cc2)oc2ccccc12	.	-1.6	-1.4
CC(=O)Nc1cccc(NC(=O)CSc2nnc(Cc3cccn3C)n2-c2ccc(F)cc2)c1	-100	-0.15	-0.7
CCN1CCN(Cc2c(O)ccc3c2O/C(=C\C=C\c2ccccc2OC)C3=O)CC1	-14	-0.6	-0.81
CCOc1ccc(C(C)=O)cc1COc1ccc(-n2cnnn2)cc1	.	-0.37	-0.99
COc1ccccc1N1CCN(C(c2cccs2)C(C)NC(=O)c2cccs2)CC1 (stereo unspecified)	24	-1	-0.42
COC(=O)c1ccc(COC(=O)CNS(=O)(=O)c2ccc(C)cc2)cc1	73*	.	.
COC(=O)C1=NN(C(C)=O)C2(CC(=O)N(c3cccc(C)c3)C2=O)C1 (stereo unspecified)	-33	1.1	1.2
Cc1ccc(NC(=O)/C(=C/c2cccs2)NC(=O)c2ccco2)cc1	30	0.08	-0.4
COc1ccc(C(=O)/C=C/c2ccc(OC(=O)c3cc(OC)c(OC)c(OC)c3)cc2)cc1	-8	0.55	-0.07
COc1ccc(C(=O)c2c(C)oc3ccc(O)c(CN4CCOCC4)c23)cc1	.	-0.9	-0.53
O=C(N/N=C/c1ccccc1F)NC1CCCCC1	.	0.54	1.5
N#Cc1cn(CC(=O)N2CCCC2)c2ccccc12	-33	-0.39	-0.92
COc1ccc(S(=O)(=O)N(C)c2c(C)n(C)n(-c3ccccc3)c2=O)cc1OC	8	0.09	0.22
O=c1c(CN2CCN(c3cccc(Cl)c3)CC2)coc2c(Cl)cc(Cl)cc12	30	-2.1	-0.58
CCOc1ccc(-c2nnc(-c3cccnc3)o2)cc1OCC	64	0.32	0.6
COc1ccc(Oc2nc(SC)nc3ccccc23)cc1	10	-1	-0.66
CCOC(=O)c1c(NC(=O)c2cnn3c2NC(c2cccc(OC)c2)CC3C(F)(F)F)sc2c1CCCC2 (stereo unspecified)	44	1.5	1.5
Cc1ccc(C(=O)N2CCOCC2)cc1[N+](=O)[O-]	31	0.1	-0.42
COc1ccc(C(CNC(=O)c2cc(C)oc2C)N2CCOCC2)cc1 (stereo unspecified)	14	1.5	3.2
CCCOc1ccc(/C(O)=C2/C(=O)C(=O)N(CCN(C)C)C2c2ccc(OC)c(OC)c2)cc1 (stereo unspecified)	.	-0.09[7.5 µM]	-0.45
Cc1ccc(S(=O)(=O)N2CCCCC2)cc1NC(=O)Nc1ccc(Cl)cc1Cl	39	.	.
CC(=O)c1ccc(N2CCC(C(=O)O)CC2)cc1	8	.	.
More results follow:
SMILES	INS promoter inh	sdo1 growth	sdo1 growth Rescue 24 h
O=C(/C=C/c1ccc(F)cc1)Nc1cccc(S(=O)(=O)Nc2cccc(C(F)(F)F)c2)c1	-26	-0.39	-0.2
CC(C)(C)n1ncc2c(=O)n(CC(=O)Nc3ccccc3)cnc21	.	-0.14	-0.53
C/C(N)=C(/C#N)C(=O)CSc1ccccc1F	3	.	.
Cc1nc(Cl)c(C(=O)NCCC(C)C)c(C)c1[N+](=O)[O-]	-13	0.33	-0.27
CC(C)CNS(=O)(=O)c1ccc(CCC(=O)Nc2ccc3c(c2)OCO3)cc1	33	0.42	-0.15
COc1ccc(C)cc1S(=O)(=O)N(C)CC(=O)N1CCCCCC1	14	0.07	-0.36
COc1ccc(C(=O)N(CN2CCCC2=O)c2ccc(C)cc2)cc1	.	-1.6	-1.6
CCOC(=O)CN1C(=O)S/C(=C/c2ccc(OC)c([N+](=O)[O-])c2)C1=O	-30	0.02	0.64
